UTI89 phage lysis = inhibition of K1F phage lysis, E. coli UTI89, bacterial capsule biogenesis inhibitors, alamar blue (AID 488966). one-dose inhibition, % at 100 µM; IC50 in µM for titrated hits. 340,000 compounds, 0.02% hits. E. coli UTI89 K1F phage lysis, alamar blue, 2 h; higher % means a stronger effect;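 active = phage lysis inhibition, versus mean bacterial control, above a set limit; inconclusive = no clear call, values can overlap the other calls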;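 note: capsule biogenesis inhibitors block K1F phage lysis so surviving cells raise fluorescence; higher fluorescence means more inhibition of phage lysis; actives were called in the ten point dose series up to 300 µM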
Rac1 GTP hydrolysis = MgcRacGAP GTPase-activating activity inhibitors, confirmation, biochemical, ADP Hunter fluorescence | MgcRacGAP-stimulated Rac1 GTP hydrolysis, ADP Hunter fluorescence; higher % means a stronger effect; GST-tagged Rac1 F28L mutant substrate | one-dose inhibition, % at 30 µM; IC50 in µM for titrated hits | 340,000 compounds, 0.6% hits | AID 624330;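 active = first-screen hits whose inhibition reached a set limit at any dose in the follow-up dose series; inconclusive = inhibition above the set first-screen limit but never retested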;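 note: fluorescence reports GDP produced by GAP-driven GTP hydrolysis; strong numbers were not always called active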
West Nile antiviral = inhibition of WNV-induced cytopathic effect – cell-based, CPE readout (AID 1621) | CPE inhibition, % at 10 µM, or IC50 in µM where a hit was titrated | West Nile virus-infected cells, CPE inhibition; higher % means a stronger effect | 290,000 compounds, 0.02% hits; in the data active = a potency from the dose series; inconclusive = CPE inhibition mostly from about 3.7% at the one dose, without a potency; inactive = the rest, 99 in 100 with CPE inhibition below about 2.2%; note: strong numbers were not always called active
Large T inhibition = TAg ATPase/helicase activity blockers – biochemical (AID 1903) | SV40 large T antigen ATPase/helicase inhibition assay; higher % means a stronger effect | inhibition, % at 20 µM; hits with a dose series show IC50 in µM | 310,000 compounds, 0.39% hits; in the data active = a potency from the dose series; inconclusive = inhibition mostly from about 32% at the one dose, without a potency; inactive = the rest, 99 in 100 with inhibition below about 32%; note: strong numbers were not always called active
RSV CPE inhibition = inhibition of RSV-induced cytopathic effect – HEp-2 cells, primary 10 µM value included (AID 2391); HEp-2 cells, RSV-induced CPE inhibition; higher % means a stronger effect; 310,000 compounds, 0.13% hits; one-dose CPE inhibition, % at 10 µM; IC50 in µM for titrated hits; in the data active = a potency from the dose series; inconclusive = CPE inhibition mostly from about 23% at the one dose, without a potency; inactive = the rest, 99 in 100 with CPE inhibition below about 21%; note: strong numbers were not always called active
NTR1 agonist = agonists of NTR1, primary screen, imaging, U2OS cells, beta-arrestin-GFP, high content (AID 493036) | activation, % at 20 µM | 330,000 compounds, 0.17% hits | NTR1-U2OS beta-arrestin-GFP spot imaging, agonist mode;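 active = activation at or above 40% of the spot to cytoplasm intensity ratio, with at least 20 cells analyzed; inconclusive = wells under 20 cells, flagged as cytotoxic or low count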;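 note: 0% = DMSO without peptide and 100% = 100 nM NTR1 peptide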
Target sequence (P30989 whole entry, looked up): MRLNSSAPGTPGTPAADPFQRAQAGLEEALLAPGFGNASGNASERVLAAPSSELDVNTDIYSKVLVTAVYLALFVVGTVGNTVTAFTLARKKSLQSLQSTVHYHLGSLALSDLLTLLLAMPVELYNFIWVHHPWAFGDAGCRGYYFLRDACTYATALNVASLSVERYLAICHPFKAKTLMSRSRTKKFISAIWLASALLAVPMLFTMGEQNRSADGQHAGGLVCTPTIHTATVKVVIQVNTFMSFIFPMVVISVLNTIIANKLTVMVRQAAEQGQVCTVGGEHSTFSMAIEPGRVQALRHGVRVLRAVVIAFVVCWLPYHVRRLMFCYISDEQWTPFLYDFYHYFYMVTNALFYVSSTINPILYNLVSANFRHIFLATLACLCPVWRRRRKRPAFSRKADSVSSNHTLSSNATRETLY
SIAH1 antagonists = Siah-1 peptide-binding antagonists, primary screen, biochemical, fluorescence polarization, rhodamine-plectin, uHTS (AID 1817) | Siah-1 / rhodamine-plectin peptide fluorescence polarization; higher % means a stronger effect | displacement, % at 20 µM; hits with a dose series show IC50 in µM | 290,000 compounds, 0.02% hits;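 active = displacement of at least 50% at 20 µM, with a fluorescence ratio check between 0.3 and a set limit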;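 note: plate controls were Siah plus tracer with DMSO for no effect and tracer alone without Siah for full effect; strong numbers were not always called active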
NS5 inhibitors = flavivirus cap methylation enzyme inhibition – biochemical, confirmation dose response, primary screen (AID 588689). one-dose inhibition, % at 25 µM; IC50 in µM for titrated hits. Dengue-2 NS5 methyltransferase capping enzyme assay, biochemical; higher % means a stronger effect. 340,000 compounds, 0.3% hits; in the data active = a potency from the dose series; inconclusive = inhibition above about 29% without an active follow-up result
AID2073 = disruptors of CaV2.2 binding to Mint1 – biochemical, HTRF (AID 2073). HTRF protein-protein interaction, Mint1-CaV2.2; higher % means a stronger effect. inhibition, % at 20 µM, or IC50 in µM where a hit was titrated. 290,000 compounds, 0.19% hits; in the data active = inhibition mostly above about 51%, no sharp cut-off; inconclusive = no clear call, values can overlap the other calls; inactive = mostly below about 53%; note: some results filed as inactive read as strong as hits
NTR1 agonist cell count 20 µM = also measured in NTR1 agonist; calls as there; cell count; measured here: cell count, cytotoxicity flag
NS5 inhibitors pilot replicate = also measured in NS5 inhibitors; calls as there; inhibition, %; measured here: pilot screen replicate inhibition
The depositor's hits bear a star; ? = inconclusive; / = not tested or not shown; [ ] = another dose, or the depositor's remark. This is a random part of the collection; any-hit rate near 1.6%.

SMILES	UTI89 phage lysis	Rac1 GTP hydrolysis	West Nile antiviral	Large T inhibition	RSV CPE inhibition	NTR1 agonist	NTR1 agonist cell count 20 µM	SIAH1 antagonists	NS5 inhibitors	AID2073	others
COc1cc(NC(=O)c2cc(C(C)C)on2)cc(OC)c1OC	6.7%	3%	0.1%	6%	1.4%	-0.8	57	-3%	-8%	-3%
Cc1cc(C(=O)Nc2ccc(C)c(S(=O)(=O)N3CCOCC3)c2)c2ccccc2n1	-0.1%[50 µM]	-3%	/	/	-0.4%	-1.3	88	/	-5%	/
Cc1nc(N)sc1-c1csc(Nc2ncccn2)n1	0.0%	31%	-0.1%	15%	/	/	/	57%*	-5%	32%
CC1C2CC(C/C2=N/NC(=O)c2cccs2)C1(C)C (stereo not drawn)	0.0%	11%	-0.2%	3%	0.3%	5.4	78	-2%	10%	40%
O=C(/C=C/Nc1cccc([N+](=O)[O-])c1)c1cccs1	0.2%	4%	0.2%	2%	1.7%	2.1	73	-1%	-7%	15%	NS5 inhibitors pilot replicate=-5.2
O=C(/C=C(\c1ccc(Cl)cc1)n1cncn1)c1ccc(Cl)cc1	-0.4%	2%	-0.7%	-5%	2.6%	0.7	47	-4%	-3%	-2%
Cc1cccc(NC(=O)Nc2ccc(C)cc2Br)c1	0.0%	7%	-0.3%	-1%	1.9%	3.2	57	-2%	-1%	26%
COCCN(C(=O)c1ccco1)C(C(=O)NC1CCCC1)c1cccs1 (stereo not drawn)	0.1%	1%	-1.2%	4%	1.7%	-0.8	92	0%	-2%	43%
COc1ccc(NCc2nnc(-c3ccccc3)o2)cc1	0.2%	19%	0.2%	30%	0.3%	-0.5	51	0%	-10%	-3%
CC1=NN(c2ccc(Cl)cc2)C(=O)C1	-0.2%	6%	-0.2%	12%	0.7%	1.2	29	2%	2%	12%
CC(NC(=O)c1ccco1)C(=O)N1CCN(c2ccccc2)CC1 (stereo not drawn)	0.1%	5%	-0.4%	9%	1.4%	0.6	67	-2%	-1%	3%
C=CCn1c(SCC(=O)Nc2ccc(C(=O)O)cc2)nc2sc(C)c(C)c2c1=O	0.4%[50 µM]	3%	/	/	1.5%	0.5	67	/	-11%	/
C[C@H]1COC2=C1C(=O)C(=O)c1c2ccc2c1CCCC2(C)C	-0.1%	2%	-0.5%	?	-1.8%	/	/	6%	90µM*	46%
CCSc1nc2n(n1)C(c1cccc(F)c1)C1=C(CCCC1=O)N2 (stereo not drawn)	0.2%	6%	2.7%	0%	-0.9%	0.2	78	1%	1%	16%	NS5 inhibitors pilot replicate=-2.1
CSc1ccccc1OCc1cc(C(=O)N2CCSCC2)no1	-0.4%	8%	-0.6%	1%	5.5%	0.5	65	-2%	-2%	6%
COc1ccc(NC(=O)C23CC4CC(C2)CC(n2cnc(Br)n2)(C4)C3)cc1OC	2.0%	6%	-0.7%	3%	0.5%	-0.9	93	4%	1%	1%
CC(C)CN1C(=O)NC(NC(=O)c2cccs2)(C(F)(F)F)C1=O (stereo not drawn)	-0.2%	-1%	-0.2%	17%	0.8%	1.2	85	-1%	1%	-4%
Cc1ccc2nc(SC(C)C(=O)NC3CCCc4ccccc43)[nH]c2c1 (stereo not drawn)	5.0%	9%	/	11%	1.9%	/	/	2%	3%	3%
Cc1cc(C)cc(NC(=S)N2CCN(C(=O)c3ccco3)CC2)c1	0.0%	2%	0.2%	2%	0.2%	0.9	67	12%	-9%	-10%
CC1CC(=O)N(CC(=O)NCc2ccc3c(c2)OCO3)c2ccccc2S1 (stereo not drawn)	-2.2%	10%	/	10%	-0.4%	1.2	68	5%	-1%	0%
O=C(Cn1cncn1)NCc1cccc(C(F)(F)F)c1	-0.3%	3%	0.0%	11%	2.0%	-0.6	27	5%	-10%	2%
N#CCC(CNc1ncc(C(F)(F)F)cc1Cl)OC(=O)c1cccc(C(F)(F)F)c1 (stereo not drawn)	-0.2%	4%	-0.2%	3%	2.4%	5.9	51	-2%	-6%	15%
COc1ccc(Cl)cc1C(=O)NNC(=S)NC(=O)c1cc(-c2ccc(Cl)cc2)nc2ccccc12	2.8%	16%	0.4%	10%	1.7%	5.3	83	1%	0%	-1%
Cc1cc(S(=O)(=O)Nc2nc(CN3CCOCC3)nc3sc4c(c23)CCC4)cc(C)c1C	0.3%[50 µM]	9%	/	/	/	0.2	66	/	-9%	/
Cc1ccc(S(=O)(=O)/C(C#N)=C/c2c(N3CCCCC3)nc3ccccn3c2=O)cc1	/	/	-0.2%	6%	0.9%	9.8	55	17%	/	8%
Cc1cccc(Nc2nnc(SCc3cn4ccsc4n3)s2)c1	-0.1%	13%	0.4%	6%	?	-0.5	52	-3%	-5%	-8%
CCN1CCN(Cc2c(O)ccc3c(=O)c(-c4ccc(OC)c(OC)c4)c(C)oc23)CC1	-1.9%	5%	0.6%	11%	1.1%	0.1	48	-3%	2%	10%
CSc1ncc(CN2CCN(C3CCN(C(C)C)CC3)C(CCO)C2)cn1 (stereo not drawn)	-0.2%	7%	-0.1%	19%	/	/	/	7%	-4%	-2%
CC(CCc1ccccc1)NC(=O)c1ccc(F)cc1 (stereo not drawn)	0.0%	5%	-0.8%	9%	2.5%	0.6	71	7%	-5%	5%
CCOC(=O)N1CCN(C(=O)COC(=O)COc2c(C)cc(C)cc2C)CC1	1.3%[50 µM]	-4%	/	2%	-2.6%	-0.9	49	/	-4%	/
CC(=O)OCCNc1cc(SC(C)C)c2nonc2c1[N+](=O)[O-]	-0.8%	2%	-0.6%	11%	3.8%	2.1	56	-8%	-5%	-3%
COc1ccccc1-c1nc(C(=O)NCC2CCCO2)cc2c1[nH]c1ccccc12 (stereo not drawn)	0.8%	2%	0.8%	14%	0.2%	1.1	94	0%	-11%	10%
O=C(O)COc1ccc(/C=N/O)cc1Br	0.0%	6%	1.1%	-5%	0.7%	1.5	45	5%	5%	14%
CCOC(=O)[C@@H]1[C@H]2COc3cc(OC)ccc3[C@H]2N2C(=O)N(c3cccc(Cl)c3)C(=O)[C@]12C	0.2%	9%	-1.2%	18%	2.3%	-1.2	109	4%	-9%	8%
COc1ccc(CCNS(=O)(=O)c2ccc3c(c2)NC(=O)C(C)S3)cc1OC (stereo not drawn)	0.0%	9%	-0.1%	8%	7.8%	-0.6	56	-5%	-5%	10%
Cc1noc(C)c1COc1ccc(C(=O)NNC(=O)c2ccccc2O)cc1	1.4%[50 µM]	-7%	/	2%	-2.5%	2.0	52	/	4%	/
CC1CCCN(c2ccc3nc4ccccc4c(=O)n3n2)C1 (stereo not drawn)	0.2%	3%	-0.7%	1%	0.2%	1.5	34	0%	8%	3%
Cc1ncsc1C(=O)N1CCCC(CNS(=O)(=O)c2cccs2)C1 (stereo not drawn)	0.0%	5%	-0.2%	1%	1.1%	1.5	47	4%	-5%	17%
N#CCCN(Cc1cccnc1)C(=S)NC1CC2C=CC1C2 (stereo not drawn)	0.3%	3%	-0.7%	9%	0.9%	0.8	51	5%	-12%	3%
Cn1c(CNC(=O)c2ccco2)nnc1SCC(=O)c1ccc(Br)cc1	-0.2%	5%	0.6%	11%	1.7%	-0.2	47	-1%	-17%	-6%
CCOC(=O)c1cnc(SCC(=O)Nc2ccc3c(c2)OCCO3)nc1N	0.2%	15%	0.3%	4%	-0.4%	-0.1	52	1%	0%	-6%
COc1ccc(NC(=O)CN(C)S(=O)(=O)c2ccc3c(c2)c(=O)n(C)c(=O)n3C)cc1	0.2%	2%	-0.3%	28%	0.3%	0.5	58	31%	-1%	12%
CCN(CC)Cc1c(C(=O)N2CCc3ccccc3C2)nc2ccc(Cl)cn12	-0.9%	-2%	-1.3%	/	1.2%	2.9	45	0%	-8%	-15%
CC(=O)c1cccc(NCC(=O)N2CCN(S(=O)(=O)c3ccccc3)CC2)c1	0.8%[50 µM]	9%	/	/	1.0%	-0.3	55	/	1%	/

Gathered by group, the compounds so far with a thiophene ring, fused or not (seven)
SMILES	UTI89 phage lysis	Rac1 GTP hydrolysis	West Nile antiviral	Large T inhibition	RSV CPE inhibition	NTR1 agonist	NTR1 agonist cell count 20 µM	SIAH1 antagonists	NS5 inhibitors	AID2073	others
CC1C2CC(C/C2=N/NC(=O)c2cccs2)C1(C)C (stereo not drawn)	0.0%	11%	-0.2%	3%	0.3%	5.4	78	-2%	10%	40%
O=C(/C=C/Nc1cccc([N+](=O)[O-])c1)c1cccs1	0.2%	4%	0.2%	2%	1.7%	2.1	73	-1%	-7%	15%	NS5 inhibitors pilot replicate=-5.2
COCCN(C(=O)c1ccco1)C(C(=O)NC1CCCC1)c1cccs1 (stereo not drawn)	0.1%	1%	-1.2%	4%	1.7%	-0.8	92	0%	-2%	43%
C=CCn1c(SCC(=O)Nc2ccc(C(=O)O)cc2)nc2sc(C)c(C)c2c1=O	0.4%[50 µM]	3%	/	/	1.5%	0.5	67	/	-11%	/
CC(C)CN1C(=O)NC(NC(=O)c2cccs2)(C(F)(F)F)C1=O (stereo not drawn)	-0.2%	-1%	-0.2%	17%	0.8%	1.2	85	-1%	1%	-4%
Cc1cc(S(=O)(=O)Nc2nc(CN3CCOCC3)nc3sc4c(c23)CCC4)cc(C)c1C	0.3%[50 µM]	9%	/	/	/	0.2	66	/	-9%	/
Cc1ncsc1C(=O)N1CCCC(CNS(=O)(=O)c2cccs2)C1 (stereo not drawn)	0.0%	5%	-0.2%	1%	1.1%	1.5	47	4%	-5%	17%
